# hIAP activ – human IAP activators, primary screen, biochemical, luminescence, uHTS | Intestinal-type alkaline phosphatase (Homo sapiens), P09923 | purified human IAP, CDP-Star luminescence, 30 min; stronger effect = higher value; 1 = vehicle-only enzyme, 0 = enzyme-free background | activation factor at 10 µM | actives 0.16% (n = 330,000);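 active means activation factor of the enzyme at least 2-fold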; further: the source names both 10 and 20 µM as test concentration; values of inactives mirror those of a sister screen read the other way
# Target sequence (P09923 whole entry, looked up): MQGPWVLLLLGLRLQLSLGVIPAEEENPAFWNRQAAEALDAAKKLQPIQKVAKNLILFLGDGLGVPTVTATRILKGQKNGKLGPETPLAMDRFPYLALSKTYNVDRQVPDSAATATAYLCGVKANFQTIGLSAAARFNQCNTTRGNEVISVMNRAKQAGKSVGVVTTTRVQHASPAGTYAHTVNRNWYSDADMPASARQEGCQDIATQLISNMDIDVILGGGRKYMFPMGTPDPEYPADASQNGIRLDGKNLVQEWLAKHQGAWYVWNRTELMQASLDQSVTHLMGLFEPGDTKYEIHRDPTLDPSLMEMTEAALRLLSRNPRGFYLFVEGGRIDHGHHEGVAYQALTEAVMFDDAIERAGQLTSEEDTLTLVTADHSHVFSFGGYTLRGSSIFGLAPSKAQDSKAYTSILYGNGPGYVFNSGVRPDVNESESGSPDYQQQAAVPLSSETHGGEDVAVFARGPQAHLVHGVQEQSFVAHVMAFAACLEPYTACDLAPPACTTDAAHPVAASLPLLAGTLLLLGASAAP
# mIAP block – inhibitors of mouse IAP, primary screen, biochemical, luminescence, uHTS; intestinal alkaline phosphatase [Mus musculus]; actives 0.2% (n = 330,000); inhibition, % at 10 µM; purified mouse IAP, CDP-Star luminescence, 30 min;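 active means inhibition of at least 40% at 10 µM in the primary screen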;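 further: plate controls were DMSO with enzyme for no effect and no enzyme wells for full effect; values of inactives mirror those of a sister screen read the other way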
# Apaf-1 inh – inhibitors of human Apaf-1 apoptosome, primary screen, biochemical, DEVD-Rh110 fluorescence, uHTS. Apoptotic protease-activating factor 1 (Homo sapiens), O14727. reconstituted apoptosome caspase-3 activity. inhibition, % at 20 µM. actives 0.71% (n = 330,000). AID 489030, 2010; active means inhibition of at least 40% at 20 µM;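 further: plate controls were DMSO wells for no effect and DEVD-CHO caspase inhibitor wells for full effect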
#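 System – cell-free apoptosome with Apaf-1, procaspase-3 and caspase-9 · Buffer or medium – pH 7.5 Hepes buffer with CHAPS, BSA, DTT · Also added – cytochrome c with DEVD-Rh110 · Times – 30 min compound preincubation, 50 min activation, room temperature · Technique – Rh110 fluorescence intensity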
# ATG4B inhibitor – ATG4B protease inhibitors, primary screen, biochemical, fluorescence, uHTS. Cysteine protease ATG4B (Homo sapiens), Q9Y4P1. ATG4B cleavage of LC3-PLA2, NBD-HPC fluorescence, 1 h. inhibition, % at 8.33 µM. actives 0.51% (n = 340,000). AID 504462, 2011; in the data active means inhibition above about 40%
# Target sequence (Q9Y4P1 whole entry, looked up): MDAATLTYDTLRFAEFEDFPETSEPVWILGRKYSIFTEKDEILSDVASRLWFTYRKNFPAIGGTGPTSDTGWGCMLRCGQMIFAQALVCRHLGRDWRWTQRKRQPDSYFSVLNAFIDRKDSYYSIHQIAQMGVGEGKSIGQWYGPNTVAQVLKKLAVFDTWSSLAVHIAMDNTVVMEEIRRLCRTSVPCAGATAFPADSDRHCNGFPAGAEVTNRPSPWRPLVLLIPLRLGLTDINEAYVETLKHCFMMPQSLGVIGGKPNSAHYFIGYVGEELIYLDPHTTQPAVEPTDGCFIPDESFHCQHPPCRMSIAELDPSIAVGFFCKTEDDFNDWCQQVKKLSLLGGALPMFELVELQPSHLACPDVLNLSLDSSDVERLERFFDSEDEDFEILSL
# hIAP inh – human IAP inhibitors, primary screen, biochemical, luminescence, uHTS. Intestinal-type alkaline phosphatase (Homo sapiens), P09923. purified IAP, CDP-Star luminescence, 30 min. inhibition, % at 10 µM. actives 0.12% (n = 330,000);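 active means inhibition reaching a set limit with compound at 10 µM in the primary screen, cut at about 35% in these data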;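 further: plate controls were DMSO wells with enzyme for no effect and no-enzyme buffer wells for full effect; values of inactives mirror those of a sister screen read the other way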
# mIAP act – activators of mouse IAP, primary screen, biochemical, luminescence, uHTS; activation factor at 10 µM; actives 0.24% (n = 330,000); muIAP, CDP-Star luminescence, 30 min; stronger effect = higher value; 1 = vehicle-only enzyme signal, 0 = enzyme-free wells;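 active means activation factor of at least 2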; further: the source names both 10 and 20 µM as test concentration; values of inactives mirror those of a sister screen read the other way
#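 System: mouse IAP enzyme. Reagent: CDP-Star chemiluminescent phosphatase substrate. Benchmarks: DMSO wells, no-enzyme wells. Times: 30 min enzyme-substrate-compound incubation at room temperature. Detection: luminescence from enzymatic CDP-Star hydrolysis. Doses: test compounds delivered from DMSO solution.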
# NALP3 yeast inh – NALP3 inflammasome inhibitors in reconstituted yeast, primary screen, luminescence, uHTS. Yeast reconstituted NLRP3/ASC/caspase-1, beta-gal luminescence, 24 h. inhibition, % at 10 µM. actives 0.39% (n = 330,000). AID 2825, 2010;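 active means inhibition of 50% or more; inactive means inhibition below 50%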;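 further: plate controls were induced DMSO wells for no effect and uninduced yeast grown without galactose for full effect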
# TIM10 inh – growth inhibitors of isogenic TIM10 control yeast, primary screen, counter-screen for tim10-1 yeast inhibitor project, luminescence, uHTS; AID 463195, 2010; inhibition, % at 10 µM; actives 1.4% (n = 330,000); S. cerevisiae TIM10 strain growth, BacTiter-Glo luminescence, 24 h;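 active means inhibition of 40% or more at the single tested concentration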;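 further: wild-type TIM10 isogenic control strain grown at permissive 25 °C; 0% = DMSO yeast wells and 100% = minimal medium wells without yeast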
# tim10-1 inh – growth inhibitors of tim10-1 mutant yeast, primary screen, luminescence, uHTS; S. cerevisiae tim10-1 ts strain growth, BacTiter-Glo, 24 h; inhibition, % at 20 µM; actives 2.2% (n = 330,000);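 active means inhibition of at least 40%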;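 further: mutant grown at 25 °C; 0% = DMSO wells with yeast and 100% = wells holding no yeast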
# * = called active by the depositor.
# Preview, two compounds:
SMILES,hIAP activ,mIAP block,Apaf-1 inh,ATG4B inhibitor,hIAP inh,mIAP act,NALP3 yeast inh,TIM10 inh,tim10-1 inh
CC(C)(C)OC(=O)N1CCC[C@@H]1CO,1.1,-8,-11,2,-11,1.1,17,7,-3
CN(Cc1ccccc1)C1=CC(=[N+]2CCCCC2)CC(C)(C)C1,1.2,1,-10,-10,-19,0.99,15,-32,-28

# The whole of this part, from the first entry:
SMILES,hIAP activ,mIAP block,Apaf-1 inh,ATG4B inhibitor,hIAP inh,mIAP act,NALP3 yeast inh,TIM10 inh,tim10-1 inh
CC(C)(C)OC(=O)N1CCC[C@@H]1CO,1.1,-8,-11,2,-11,1.1,17,7,-3
CN(Cc1ccccc1)C1=CC(=[N+]2CCCCC2)CC(C)(C)C1,1.2,1,-10,-10,-19,0.99,15,-32,-28
Cc1ccc(N(Cc2cc(=O)[nH]c3ccccc23)C(=O)CCl)cc1,1.1,-2,8,26,-12,1,0,-1,23
C=CCSc1nnc(CNC(=O)c2ccc(Cl)cc2)n1CC,0.91,13,-7,-3,9,0.87,6,-20,3
CC(C)CCN1C(=O)c2ccc(C(=O)N3CCCCC3)cc2C1=O,1,0,12,2,-2,0.99,6,7,10
CCOC(=O)N1CCN(C(=O)C2CCN(S(=O)(=O)c3c(C)cc(C)cc3C)CC2)CC1,0.76,5,10,1,24,0.95,20,10,11
Cc1cc(C)c2c(=O)c3c(oc2c1)C(=O)N(CCO)C3c1cccc(O)c1 (centres undefined),0.96,-4,-2,-12,4,1,-14,2,9
CCN(CC)S(=O)(=O)c1ccc(NC(=O)c2cc(C(=O)OC)cc([N+](=O)[O-])c2)cc1,0.96,3,4,-12,4,0.97,17,-5,-2
CC(OC(=O)COc1ccccc1[N+](=O)[O-])C(=O)Nc1ccc(N2CCOCC2)cc1 (centres undefined),0.93,-1,7,-2,7,1,9,-23,-21
Cc1ccc(Cl)c2sc(NC(=O)C3=COCCO3)nc12,0.9,12,17,-8,10,0.88,3,42*,61*
O=S(=O)(NCc1cccnc1)c1ccc2c(c1)OCCO2,1.1,-8,-8,-2,-7,1.1,8,28,32
CCn1c(CNC(=O)c2cc(OC)c(OC)c(OC)c2)cc2cc(C)ccc21,1.2,-16,15,1,-21,1.2,1,-6,21
O=C(O)c1cc(-c2ccccc2)on1,0.95,2,-13,7,5,0.98,15,-2,-9
CC1CCCN(C(=O)c2ccc3nc[nH]c3c2)C1 (centres undefined),1.8,7,-2,-14,-77,0.93,0,3,-2
CS(=O)(=O)c1ccccc1-c1nnc(NC(=O)Cc2ccccc2)o1,1.1,-4,-8,-1,-5,1,0,5,2
CC1(C)C2CCC1(CS(=O)(=O)N1CCCc3ccccc31)C(=O)C2 (centres undefined),1.1,5,10,-8,-6,0.95,10,24,24
CC(C)c1nnc(NC(=O)COc2ccc3ccccc3c2)s1,1,0,2,8,-4,1,4,-23,-12
CCOC(=O)C1(Cc2cccc(OC)c2)CCN(C(C)COC)CC1 (centres undefined),0.98,5,-10,3,2,0.95,-2,3,5
COc1ccccc1N1CC(C(=O)OC(C)C(=O)N2CCCc3ccccc32)CC1=O (centres undefined),1.1,2,-8,-10,-10,0.97,17,17,19
CCCn1nc2cc(C(=O)NCc3ccccc3OC)ccc2c1OCC,1.1,-3,3,11,-5,1,11,-16,-8
CCc1nc(N2CCOCC2)c(C#N)c2c1CCCC2,1.1,33,5,-6,-15,0.67,21,-46,2
COc1cc(NC(=O)COc2ccc(F)cc2)nc(OC)n1,0.96,-2,-14,-3,4,1,-7,11,25
Cc1cccc(-n2ncc3c(N4CC(C)CC(C)C4)ncnc32)c1 (centres undefined),1,-8,19,7,0,1.1,25,7,24
COc1ccc(Cn2c(=O)[nH]c3cc(C(=O)N4CCN(c5ccc(OC)cc5)CC4)ccc3c2=O)cc1,0.97,-2,6,0,3,1,13,4,9
Cc1ccc(-n2nc(C(=O)O)cc2-c2ccccc2)cc1,1,2,-11,-2,-1,0.98,-7,10,3

# No new results follow: entries from further up.
SMILES,hIAP activ,mIAP block,Apaf-1 inh,ATG4B inhibitor,hIAP inh,mIAP act,NALP3 yeast inh,TIM10 inh,tim10-1 inh
CC(C)(C)OC(=O)N1CCC[C@@H]1CO,1.1,-8,-11,2,-11,1.1,17,7,-3
CN(Cc1ccccc1)C1=CC(=[N+]2CCCCC2)CC(C)(C)C1,1.2,1,-10,-10,-19,0.99,15,-32,-28

# More entries:
SMILES,hIAP activ,mIAP block,Apaf-1 inh,ATG4B inhibitor,hIAP inh,mIAP act,NALP3 yeast inh,TIM10 inh,tim10-1 inh
CC(C)c1ccc(NC(=O)NC2CCCCC2)cc1,1.1,-77,12,15,-6,1.8,12,0,19
NC(=O)[C@@H]1CCNc2c(I)cc([N+](=O)[O-])cc2C(=O)N[C@@H](CCC(=O)O)C(=O)N[C@@H](CO)C(=O)N1,0.91,-1,-5,3,9,1,18,1,-7
Cc1cccc(Cn2c(=O)n(CCCC(=O)NCc3ccco3)c(=O)c3ccccc32)c1,0.92,1,9,0,8,0.99,9,25,19
COc1ccc(CN(C)C(=O)CCN2C(=O)c3ccccc3C2=O)c(OC)c1OC,1.2,0,4,-4,-24,1,-15,-2,17
Oc1ccc(-c2[nH]ncc2-c2ccc(Cl)cc2)c(O)c1,1.1,3,25,-6,-14,0.97,1,-7,-13
Cc1cc(C)c2c(N)c(S(=O)(=O)Cc3ccccc3)sc2n1,1.1,2,-9,-10,-12,0.98,17,16,8
O=C(CSc1nc2nc(-c3cccs3)cc(C(F)(F)F)c2c(=O)[nH]1)C(F)(F)F,1.4,18,11,-7,-44,0.82,4,-8,-5
NC(=S)Nc1cc2ccccc2c2ccccc12,0.96,10,13,2,4,0.9,12,30,34
CCC(=O)Nc1nnc(Sc2ccc(N(C)C)cc2)s1,0.98,-16,1,-3,2,1.2,13,7,26
O=C1C2ON(c3ccccc3)C(c3cccnc3)C2C(=O)N1c1ccccc1 (centres undefined),0.96,-5,-1,-13,4,1.1,6,-2,11
Cc1ccc(C(=O)N/C(=C\c2ccco2)C(=O)N2CCOCC2)cc1C,1.2,1,-4,-5,-18,0.99,9,-3,0
COc1cc(-c2noc(C)c2-c2ccc(N(C)C)nc2)cc(OC)c1OC,0.98,4,5,-17,2,0.96,19,4,7
Cc1nc2ccccn2c1C(=O)N/N=C/c1cc(C)n(-c2ccc(Cl)cc2)c1C,1.2,3,19,-13,-24,0.97,14,15,16
COc1cc(NC(=O)Cc2cccs2)c(C(=O)O)cc1OC,0.96,2,6,11,4,0.98,4,7,11
CCSc1ccc(C(=O)NCC(=O)O)cc1,0.92,-7,0,10,8,1.1,16,-3,-4
O=C1CC(c2ccc(Cl)cc2)CC(O)=C1C=NCc1ccc(Cl)c(Cl)c1 (centres undefined),0.91,3,33,1,9,0.97,17,15,11
CC(=O)c1ccccc1NC(=O)Cn1c(=O)cnc2ccccc21,1.2,0,5,-2,-18,0.99,14,-11,19
CC(C)N(Cc1cnn(C)c1)Cc1nc(-c2ccc(Cl)cc2)no1,1.1,-2,-6,-10,-12,1,5,-16,17
CCOC(=O)Cn1c(=O)c2c(nc(N3CCOCC3)n2C)n(C)c1=O,0.96,-4,-10,7,4,1,5,1,2
CCC(=O)Nc1ccc(C(=O)NNC(=O)c2cc(OC)c(OC)c(OC)c2)cc1,1,12,1,-6,-2,0.88,14,-1,-5
N#C/C(=C(/O)c1cc2ccccc2o1)c1nc2ccccc2s1,0.82,14,13,-22,18,0.86,34,17,-30
COc1cccc(-n2nc3c(=O)n(Cc4ccccc4Cl)nc(C)c3c2C)c1,1.1,0,14,-10,-5,1,-9,3,4
Cc1cc(C(c2ccc(O)cc2)c2cc(C)c(O)cc2C)c(C)cc1O,0.89,4,15,2,11,0.96,13,8,11
COc1ccc(NC(=O)c2ccc(NC(=O)c3ccco3)cc2)c(OC)c1,1.1,1,6,-3,-8,0.99,28,3,10
Cc1ccc2cc(CN(CC3CCCO3)C(=O)NC3CCCCC3)c(=O)[nH]c2c1C (centres undefined),1,12,19,-3,0,0.88,5,27,20

# Rewritten with bars between the fields: entries from further up
Molecule | hIAP activ | mIAP block | Apaf-1 inh | ATG4B inhibitor | hIAP inh | mIAP act | NALP3 yeast inh | TIM10 inh | tim10-1 inh
CS(=O)(=O)c1ccccc1-c1nnc(NC(=O)Cc2ccccc2)o1 | 1.1 | -4 | -8 | -1 | -5 | 1 | 0 | 5 | 2
CC1CCCN(C(=O)c2ccc3nc[nH]c3c2)C1 (centres undefined) | 1.8 | 7 | -2 | -14 | -77 | 0.93 | 0 | 3 | -2
Cc1cccc(Cn2c(=O)n(CCCC(=O)NCc3ccco3)c(=O)c3ccccc32)c1 | 0.92 | 1 | 9 | 0 | 8 | 0.99 | 9 | 25 | 19

# (further entries)
SMILES,hIAP activ,mIAP block,Apaf-1 inh,ATG4B inhibitor,hIAP inh,mIAP act,NALP3 yeast inh,TIM10 inh,tim10-1 inh
Cc1ccc2[nH]c(-c3cccc(N)c3)cc2c1,1,-4,12,-12,0,1,11,13,30
O=C(CCCCCn1c(=S)[nH]c2cc3c(cc2c1=O)OCO3)N1CCN(C2CCCCC2)CC1,1.2,3,25,31,-15,0.97,12,11,16
Cn1c(SCc2ccc(Cl)cc2)nnc1C1CC1,0.9,3,-2,-1,10,0.97,9,1,12
Cc1c(NC=C(C#N)C#N)c(=O)n(-c2ccccc2)n1C,1,0,-10,3,0,1,10,9,6
O=C(COc1ccc(S(=O)(=O)N2CCOCC2)cc1)NCc1ccco1,0.85,4,-1,6,15,0.96,23,2,9
O=c1[nH]c(C2CCN(S(=O)(=O)Cc3ccccc3)CC2)nc2c1nnn2Cc1ccccc1,1,3,21,-5,0,0.97,6,-6,20
Cc1cccc(NC(=O)C2CCN(S(=O)(=O)c3cccs3)CC2)n1,0.9,8,-14,2,10,0.92,-1,3,20
COc1ccc(C2(C(=O)N3CCOCC3)CCOCC2)cc1OC,1.1,-5,-5,2,-9,1,-3,-7,-6
CC(NS(=O)(=O)c1ccc(F)cc1)C(=O)NCc1ccncc1 (centres undefined),0.99,-11,6,3,1,1.1,15,-7,-8
c1ccc2oc(-c3[nH]ncc3CN(Cc3ccncc3)CC3CCCO3)cc2c1 (centres undefined),0.83,6,3,1,17,0.94,1,-1,23

# Screening data deposited in PubChem by Sanford-Burnham Center for Chemical Genomics.
